RMI FANCM FP: RMI-FANCM interaction inhibition; FP signal (polarization) at 33 µM; 0.58% of 70,000 active; Fluorescence polarization, RMI core complex with F-MM2 peptide; hits give low values; AID 1159607; in the data active means FP signal below about 40; further: inactives centre near 61; strong numbers were not always called active; unit not given here
Starred values were filed as active, the others as inactive; & = joins results of further samples. A portion of the library; rates above refer to the full screens.

structure	RMI FANCM FP
CC(=O)CC(c1cccc([N+](=O)[O-])c1)c1c(OC(C)=O)c2ccccc2oc1=O (stereo not given)	55
ClC1=C(Cl)C2(Cl)C3C4C=CC(C4)C3C1(Cl)C2(Cl)Cl (stereo not given)	56
CNNC	54
O=c1[nH]c(O)c(C=Nc2nccs2)c(=O)[nH]1	68
CC(C)(C#N)O[C@@H]1O[C@H](CO)[C@@H](O)[C@H](O)[C@H]1O	56
CN1CCc2cc(C(CN)N(C)C)ccc21 (stereo not given)	83
Oc1ccc2c3c1O[C@H]1c4[nH]c5ccccc5c4C[C@@]4(O)C(C2)N(CC2CC2)CCC314 (stereo not given in full)	67
C=CCN1C[C@@H](C)N([C@H](c2ccc(C(=O)N(CC)CC)cc2)c2cccc(OC)c2)C[C@@H]1C	54
CCCCN(CC)c1c([N+](=O)[O-])cc(C(F)(F)F)cc1[N+](=O)[O-]	54
CCOC(=O)c1c(NC(=O)c2cccc3ccccc23)sc2c1CCCC2	63
CC(=O)O[C@H]1C[C@@H](OC(C)=O)C(C)(C)C2C[C@@H](OC(C)=O)[C@]3(C)C(CC[C@@]4(C)[C@H](c5ccoc5)C[C@H]5O[C@]543)[C@]21C (stereo not given in full)	61
COc1ccc(OC(=O)N(C)c2ccc(C)cc2)cc1	68
O=C1c2ccccc2C(=O)c2cc(C[P+](c3ccccc3)(c3ccccc3)c3ccccc3)ccc21	69
O=[N+]([O-])c1cccc(C(O)C(Cl)(Cl)Cl)c1 (stereo not given)	46
N#C/C(=C\c1cnc[nH]1)S(=O)(=O)c1ccc(Cl)cc1	54
O=P1(N(CCCl)CCCl)NCCCO1 (stereo not given)	56&66&88
CN1CC2CCC1CC(=NO)C2 (stereo not given)	53
CC1CN(C(=O)COc2ccccc2OC(=O)N(C)C)CC(C)O1 (stereo not given)	55
C[C@H]1C[C@@H](O)[C@]2(O)[C@@]13CC(=O)OC[C@@]2(C)[C@](C)(O)C(=O)C3	55
C[C@]12CC(=CO)C(=O)C[C@@H]1CC[C@@H]1[C@@H]2CC[C@@]2(C)[C@H]1CC[C@]2(C)O	51
NC(=O)CN1CC(O)CC1=O (stereo not given)	55
CNC(=O)O/N=C1/CC(C)(C)Cc2csc(SC)c21	54
COc1cccc2cc(C(=O)Nc3ccc(Cl)cc3C(=O)c3ccccc3Cl)oc12	71
CCCCCCCC(=O)NC(Oc1ccc(OC)cc1)C(Cl)(Cl)Cl (stereo not given)	69
O=C(COc1ccccc1F)N1CCN(Cc2nc(C3CC3)cs2)CC1	61
Cc1csc(CN2CCN(C(=O)COc3ccc(F)cc3)CC2)n1	61
O=C(Cc1csc(Nc2ccccc2)n1)N1CCN(Cc2ccc3c(c2)OCO3)CC1	64
Cc1csc(CN2CCN(C(=O)COc3ccc(Cl)cc3)CC2)n1	64
CC1=NCCc2c1[nH]c1cc(O)ccc21	64
CC(=O)OC1CCC2C3C=CC4=CC(=O)C=CC4(C)C3CCC12C (stereo not given)	55

(next part)
structure	RMI FANCM FP
O=C(Nc1ccc2c(c1)OCCO2)c1cc2cccnc2n(Cc2ccc(F)cc2)c1=O	75
COc1cc(C2=NC(O)C(=O)Nc3ccc(Cl)cc32)ccc1O (stereo not given)	62
NCC1(CC(=O)O)CCCCC1	60&52
C/C=C1/C[C@@H](C)[C@](O)(CO)C(=O)OCC2=CCN3CC[C@@H](OC1=O)[C@@H]23	66
CN(C(=O)c1ccc2nonc2c1)c1ccc(Cl)cc1C(=O)c1ccccc1	53
CS(=O)(=O)Nc1ccc(Cc2noc(-c3ccc4[nH]cc(CCN)c4c3)n2)cc1	67
COc1ccc(C(c2ccc(OC)cc2)C(Cl)(Cl)Cl)cc1	56
O=C(/C=C/c1ccccc1F)c1ccc(F)cc1	66
Cn1c(C=C(C#N)C#N)ccc1S(C)(=O)=O	53
COc1ccc2nc(N3CCNCC3)sc2c1	71
C#CC1(O)CCC2C3CCC4=CC(=O)CCC4(C)C3CCC21C (stereo not given)	57
CC(=O)N1CCC(C(=O)O)(c2ccccc2)CC1	66
Nc1ccncc1Br	63
COc1ccc(N2CCN(CCN)CC2)cc1	64
O=C(O)C1C2CCC(O2)C1C(=O)O (stereo not given)	50
C[C@H]1O[C@@H](OC2CC[C@]3(C=O)[C@H]4CC[C@]5(C)[C@@H](C6=CC(=O)OC6)CC[C@]5(O)[C@@H]4CC[C@]3(O)C2)C[C@H](O)[C@@H]1O (stereo not given in full)	61
O=[N+]([O-])c1ccc2nc(N3CCNCC3)ccc2c1	58
CSC(=N/C(N)=N/[N+](=O)[O-])Nc1ccc(C)c(C)c1	57
O=P1(Nc2ccc(Br)cc2)CC=CC1	59
NCCc1ccncc1	70
COC(=O)[C@]1(C)CC[C@]2(C)CC[C@]3(C)C4=CCc5c(cc(O)c(O)c5C)[C@]4(C)CC[C@@]3(C)C2C1 (stereo not given in full)	13*
COc1ccc(/C=C/c2cc(O)cc(O)c2)cc1	58
CCc1cccc(CC)c1N(COC)C(=O)CCl	57
O=C(Nc1cccc(Cl)c1)OC1CN2CCC1CC2 (stereo not given)	62
CC(=O)c1c(O)c(C)c(O)c2c1oc1c(C(C)=O)c(O)c(C)c(O)c12	52
CC(C)(C)C(=O)NC(Sc1ccnc(SC(NC(=O)C(C)(C)C)C(Cl)(Cl)Cl)n1)C(Cl)(Cl)Cl (stereo not given)	60
CC(C)(O)[C@@H]1[C@H]2OC(=O)[C@@H]1[C@]1(O)C[C@H]3O[C@]34C(=O)O[C@H]2[C@]14C	53&54
COc1cc2ccccc2cc1C(=O)Nc1ccc(Br)cc1C(=O)c1ccccc1Cl	53
CC(=O)OC12CCC(=O)C=C1CCC1C3CCC(=O)C3(C)CCC12 (stereo not given)	54&49
O=c1[nH]c(=S)[nH]c(O)c1N=Nc1cccc(S(=O)(=O)N2CCOCC2)c1	63

(listing goes on)
structure	RMI FANCM FP
Cc1cc(NC(=O)c2cccn(Cc3ccccc3Cl)c2=O)no1	53
COc1ccc2nc(N(CCN(C)C)C(=O)Cc3cccc4ccccc34)sc2c1	76
CC1CN=C(Nc2ccccc2Cl)N1 (stereo not given)	68
O=[N+]([O-])c1ccc(N2CCN(Cc3ccccc3)CC2)cc1	57
CNC(=O)O/N=C(\C)SC	55
O=C(CCCN1CCC2(CC1)C(=O)NCN2c1ccccc1)c1ccc(F)cc1	58&68&52
COc1cc(CCN)ccc1O	57
c1ccc2c(c1)ccc1c3ccc4ccccc4c3[nH]c21	62
C=C[C@H]1CN2CC[C@H]1C[C@@H]2[C@@H](O)c1ccnc2ccccc12	72
C=C[C@@]12CN(C)[C@H]3[C@H]1[C@@]1(C(=O)Nc4ccccc41)C1CC2[C@@H]3CO1	60
CC(=O)N1N=C(c2cccnc2)OC1(C)C	55
Cc1cc(C(=O)Nc2ccccc2)nn1C(C)(C)C	44
O=C(Nc1ccc(Br)cc1C(=O)c1ccccc1Cl)c1cccs1	53
CC(N)Cc1ccco1 (stereo not given)	78
O=C1CC[C@@]2(O)[C@H]3Cc4ccc(O)c5c4[C@@]2(CCN3CC2CC2)[C@H]1O5	52&65
Oc1ccc(Cl)cc1	64
Cc1ccc(/C=C2\CC3C4CCC5CCCCC5(C)C4CCC3(C)C2O)cc1 (stereo not given)	61
NC(=NCCc1ccc(Cl)cc1)N[N+](=O)[O-]	62
Cc1c(C(N)=O)ncn1Cc1ccc(Cl)cc1	55
O=C(Cc1cccs1)N1CCN(Cc2nc(-c3ccco3)cs2)CC1	62
C[C@@H]1CC[C@H]2[C@@H](C)C(=O)O[C@@H]3O[C@@]4(C)CC[C@@H]1[C@]32OO4	58
O=C(Cc1csc2nc(-c3ccccc3)cn12)N1CCN(Cc2ccccc2)CC1	63
O=C(c1ccccc1)c1cc(Br)ccc1NC(=O)c1cccc2ccccc12	64
COc1c2c(cc3c1OCO3)C13C=C[C@H](OC)CC1N(C2)CC3O (stereo not given in full)	65
C[N+]1([O-])[C@@H]2CC(OC(=O)[C@H](CO)c3ccccc3)C[C@H]1[C@@H]1O[C@@H]12 (stereo not given in full)	47
CCN1C[C@]2(C)CC[C@H](O)[C@@]34C5C[C@@H]6[C@@H](OC)C[C@@](O)(C5[C@H]6O)[C@@H](CC23)C14 (stereo not given in full)	55
C#C[C@]1(O)CC[C@H]2[C@@H]3CCC4=CC(=O)CC[C@]4(C)[C@H]3CC[C@@]21C	56
Cc1csc(CN2CCN(C(=O)COc3ccccc3)CC2)n1	61
CC(=O)[C@H]1CCC2C3CC[C@H]4C[C@H](O)CC[C@]4(C)C3CC[C@@]21C (stereo not given in full)	63
CCNC1(c2cccs2)CCCCC1=O (stereo not given)	51

COc1cccc(C(C#N)C(C)=O)c1 (stereo not given)
  RMI FANCM FP: 57
COc1ccn(C)c(=O)c1C#N
  RMI FANCM FP: 50
O=C1CC(C(=O)c2cccs2)CO1 (stereo not given)
  RMI FANCM FP: 54
CCOc1cccc2sc(N3CCNCC3)nc12
  RMI FANCM FP: 72
CN1CCN(C(=O)Cc2csc3nc(-c4ccc(F)cc4)cn23)CC1
  RMI FANCM FP: 65
C[C@@H]1O[C@@H](O[C@H]2CC[C@]3(C=O)C4CC[C@]5(C)[C@@H](C6=CC(=O)OC6)CC[C@]5(O)C4CC[C@]3(O)C2)[C@H](O)[C@H](O)[C@H]1O (stereo not given in full)
  RMI FANCM FP: 56
CCC(=O)OC(Cc1ccccc1)(c1ccccc1)C(C)CN(C)C (stereo not given)
  RMI FANCM FP: 56
COc1cc([C@@H]2c3cc4c(cc3[C@H](OC(C)=O)[C@H]3COC(=O)[C@H]23)OCO4)cc(OC)c1OC
  RMI FANCM FP: 57
CN1CCc2cc3c(cc2[C@H]1[C@@H]1OC(=O)c2c1ccc1c2OCO1)OCO3
  RMI FANCM FP: 61&67
CSc1ccc(/C=C(\C)[N+](=O)[O-])cc1
  RMI FANCM FP: 47

Ordered by formula weight (smallest number first): part of the list above.
O=C1CC(C(=O)c2cccs2)CO1 (stereo not given)
  RMI FANCM FP: 54
CCOc1cccc2sc(N3CCNCC3)nc12
  RMI FANCM FP: 72
CCC(=O)OC(Cc1ccccc1)(c1ccccc1)C(C)CN(C)C (stereo not given)
  RMI FANCM FP: 56
CN1CCc2cc3c(cc2[C@H]1[C@@H]1OC(=O)c2c1ccc1c2OCO1)OCO3
  RMI FANCM FP: 61&67

Later entries:
C[C@]12CCC3C(CC[C@H]4C[C@@H](O)CC[C@]34C)C1CC[C@@H]2O (stereo not given in full)
  RMI FANCM FP: 66
CCOP(=O)(OCC)C(O)c1ccc(OC)cc1OC (stereo not given)
  RMI FANCM FP: 61
O=c1oc2ccccc2c(O)c1Cc1c(O)c2ccccc2oc1=O
  RMI FANCM FP: 62&48
COc1ccc(CN2CCNCC2CCO)cc1C (stereo not given)
  RMI FANCM FP: 56
Cc1cccc(C)c1NC1=NCCCS1
  RMI FANCM FP: 54&65&60
CC[C@@]1(O)C[C@H](O)c2c(cc3c(c2O)C(=O)c2c(O)ccc(O)c2C3=O)[C@H]1C(=O)OC
  RMI FANCM FP: 26*
CC(=O)OCC1=C(C(=O)O)N2C(=O)[C@@H](N)[C@H]2SC1
  RMI FANCM FP: 60
COC(C)(C)CCC[C@H](C)C/C=C/C(C)=C/C(=O)OC(C)C
  RMI FANCM FP: 54
CN1C2CCCC1CC(=O)C2
  RMI FANCM FP: 61
COC(=O)COc1cc(Cl)c(Cl)cc1Cl
  RMI FANCM FP: 56
CC(C)N(C(=O)CCl)c1ccccc1
  RMI FANCM FP: 59&62
CC(C)c1ccc2c(c1O)CC[C@H]1C3=C(CC[C@]21C)C(=O)OC3
  RMI FANCM FP: 47
C[C@H]1C(=O)O[C@@H]2CCN3CC=C(COC(=O)[C@](C)(O)[C@]1(C)O)[C@H]23
  RMI FANCM FP: 57&63

Filtered by structure: the compounds so far containing a Cl atom.
ClC1=C(Cl)C2(Cl)C3C4C=CC(C4)C3C1(Cl)C2(Cl)Cl (stereo not given)
  RMI FANCM FP: 56
O=[N+]([O-])c1cccc(C(O)C(Cl)(Cl)Cl)c1 (stereo not given)
  RMI FANCM FP: 46
N#C/C(=C\c1cnc[nH]1)S(=O)(=O)c1ccc(Cl)cc1
  RMI FANCM FP: 54
O=P1(N(CCCl)CCCl)NCCCO1 (stereo not given)
  RMI FANCM FP: 56&66&88
COc1cccc2cc(C(=O)Nc3ccc(Cl)cc3C(=O)c3ccccc3Cl)oc12
  RMI FANCM FP: 71
CCCCCCCC(=O)NC(Oc1ccc(OC)cc1)C(Cl)(Cl)Cl (stereo not given)
  RMI FANCM FP: 69
Cc1csc(CN2CCN(C(=O)COc3ccc(Cl)cc3)CC2)n1
  RMI FANCM FP: 64
COc1cc(C2=NC(O)C(=O)Nc3ccc(Cl)cc32)ccc1O (stereo not given)
  RMI FANCM FP: 62
CN(C(=O)c1ccc2nonc2c1)c1ccc(Cl)cc1C(=O)c1ccccc1
  RMI FANCM FP: 53
COc1ccc(C(c2ccc(OC)cc2)C(Cl)(Cl)Cl)cc1
  RMI FANCM FP: 56
CCc1cccc(CC)c1N(COC)C(=O)CCl
  RMI FANCM FP: 57
O=C(Nc1cccc(Cl)c1)OC1CN2CCC1CC2 (stereo not given)
  RMI FANCM FP: 62

CC(C)(C)C(=O)NC(Sc1ccnc(SC(NC(=O)C(C)(C)C)C(Cl)(Cl)Cl)n1)C(Cl)(Cl)Cl (stereo not given)
  RMI FANCM FP: 60
COc1cc2ccccc2cc1C(=O)Nc1ccc(Br)cc1C(=O)c1ccccc1Cl
  RMI FANCM FP: 53
Cc1cc(NC(=O)c2cccn(Cc3ccccc3Cl)c2=O)no1
  RMI FANCM FP: 53
CC1CN=C(Nc2ccccc2Cl)N1 (stereo not given)
  RMI FANCM FP: 68
O=C(Nc1ccc(Br)cc1C(=O)c1ccccc1Cl)c1cccs1
  RMI FANCM FP: 53
Oc1ccc(Cl)cc1
  RMI FANCM FP: 64
NC(=NCCc1ccc(Cl)cc1)N[N+](=O)[O-]
  RMI FANCM FP: 62
Cc1c(C(N)=O)ncn1Cc1ccc(Cl)cc1
  RMI FANCM FP: 55
COC(=O)COc1cc(Cl)c(Cl)cc1Cl
  RMI FANCM FP: 56
CC(C)N(C(=O)CCl)c1ccccc1
  RMI FANCM FP: 59&62

High-throughput results (PubChem)
